SIRT5 inh: inhibitors of human sirtuin-5 desuccinylase. Q9NXA8. Purified SirT5, succinyl-peptide AMC, trypsin-coupled fluorescence. inhibition, % at 15 µM. 1.1% of 330,000 active. AID 652115; in the data active = inhibition above about 15%; inconclusive = no clear call, values can overlap the other calls
Target sequence (Q9NXA8 whole entry, looked up): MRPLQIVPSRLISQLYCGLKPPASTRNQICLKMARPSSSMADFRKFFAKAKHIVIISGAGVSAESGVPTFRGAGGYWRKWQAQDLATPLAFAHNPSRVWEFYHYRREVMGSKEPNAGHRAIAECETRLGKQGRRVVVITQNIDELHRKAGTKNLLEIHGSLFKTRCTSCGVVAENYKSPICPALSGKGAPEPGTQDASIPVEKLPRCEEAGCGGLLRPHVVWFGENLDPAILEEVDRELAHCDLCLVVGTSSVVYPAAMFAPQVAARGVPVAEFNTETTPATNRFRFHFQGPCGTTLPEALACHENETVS
XiGFP reactiv: reactivates the inactive X chromosome in mouse fibroblasts. AID 743238. 0.055% of 360,000 active. XiGFP mouse fibroblasts, % GFP-positive cells imaging, 3 d; cells co-treated with 5-aza-dC sensitizer; scaled so ellipticine positive control = 100%. activation, % at 7.58 µM;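 active = mean normalized replicate activation at least 10% and every replicate at or above 10%; inconclusive = only one of the two criteria met; inactive = mean below 10% and not all replicates reach 10%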;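 also: 0% = median of on-plate neutral control wells and 100% = ellipticine 6 µM median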
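Schedule: 3 d treatment, 15 min room-temperature fixation; system: 68-5-11 XiGFP fibroblast line; buffer or medium: DMEM plus 5-aza-dC sensitizer; control set: ellipticine 6 µM positive control; compound: one concentration, pinned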
S100A4 inh HTS: blocks human S100A4 binding to myosin IIA peptide. AID 652163. S100A4/TAMRA-MyoIIA peptide fluorescence polarization. P26447. inhibition, % at 10.7 µM. 0.14% of 360,000 active;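 active = mean inhibition of at least 70% across replicates, with every replicate also reaching that level; inconclusive = mean inhibition reaches 70% but some replicates fall short; inactive = mean inhibition below 70%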
Target sequence (P26447 whole entry, looked up): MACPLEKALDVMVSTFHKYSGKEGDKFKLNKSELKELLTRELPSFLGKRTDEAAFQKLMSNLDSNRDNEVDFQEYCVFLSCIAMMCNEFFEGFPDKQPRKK
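Material: S100A4 monomer (human). Medium: Calcium-containing HEPES buffer, pH 7.2. Probe or stimulus: labelled myosin peptide probe, 5 nM. Compound dosing: one concentration per compound. Timing: polarization read 5 min after assay mix addition, stable 5–60 min. Benchmarks: DMSO as neutral control, TFP as positive control.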
Cneo AK release: causes C. neoformans cell lysis; adenylate kinase release luminescence, 4 h; normalised: neutral wells 0, clomiphene wells 100; lysis activity, % at 15 µM; 0.2% of 360,000 active; AID 651654;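 active = mean lysis activity across replicates of at least 80%, whatever share of replicates individually reach that level; inactive = mean lysis activity below 80%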
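Test system: log-phase Cryptococcus neoformans yeast cells; Quantity: yeast cell density of 5 × 10^6 cells/mL; Buffer or medium: YPD; Doses: single compound concentration per well; Timing: 4 h at 37 °C static, read 1 h later; Measured by: AK luminescence; Read-out basis: lysis from increased AK signal; Control set: Clomiphene as positive control.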
ERAP1 inh: blocks human ERAP1 aminopeptidase activity; AID 652197; Q9NZ08; 0.15% of 340,000 active; recombinant ERAP1, Leu-AMC fluorescence, 60 min; inhibition, % at 10.7 µM;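 active = mean replicate inhibition of at least 30%, or all replicates individually reaching that 30% level; inactive = mean below 30% and not every replicate reaching it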;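 also: 0% = neutral control wells and 100% = L-leucinethiol positive control wells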
PGC1a acetyl inh: lowers PGC1a acetylation signal in U2OS cells | inhibition, % at 15.6 µM | 0.17% of 350,000 active | AlphaScreen anti-acetyl-lysine; with virally co-expressed GCN5 acetyltransferase;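 active = every replicate shows inhibition of at least 40%; inconclusive = mean inhibition at least 40% but some replicate below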;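 also: 0% = neutral control wells and 100% = positive control wells; some results beyond the cut were filed as inactive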
Statin myotox sup: suppressors of simvastatin-induced myotoxicity in C2C12 myotubes; AID 602340; rescue of ATP level, % at 7.49 µM; 0.78% of 330,000 active; ATP luminescence, 48 h; scaled: DMSO 0, geranylgeraniol control 100;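 active = mean ATP rescue above about 67%, or every replicate alone reaching that limit, limit read from the data, passing the limit was not always enough; inconclusive = no clear call, values can overlap the other calls; inactive = mean under the limit and some replicate under it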;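 also: myotubes were challenged with 10 µM simvastatin during compound exposure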
LGR2 inh: inhibitors of bursicon-induced Drosophila LGR2 receptor cAMP signaling; HEK293 LGR2, CRE-luciferase, bursicon-stimulated, 4 h; inhibition, % at 9.99 µM; 0.35% of 380,000 active; AID 720647;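 active = drop in luminescence signal, shown as inhibition above about 50% in the replicate tests, limit read from the data, passing the limit was not always enough; inconclusive = probably only some replicates passing the limit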;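 also: agonist challenge used bursicon conditioned medium at about half maximal strength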
Starred values were filed as active, the others as inactive; ? = inconclusive; · = not tested or not shown; & = joins results of further samples. A portion of the library, so the mix of outcomes need not match the whole.

SMILES | SIRT5 inh | XiGFP reactiv | S100A4 inh HTS | Cneo AK release | ERAP1 inh | PGC1a acetyl inh | Statin myotox sup | LGR2 inh
COc1cccc(C(=O)Nc2ccc3c(c2)C(=O)N(C)[C@@H]2CC[C@H](CC(=O)N[C@@H](C)c4ccccc4)O[C@H]2CO3)c1 | 1 | 0.0 | 5 | -1 | 2 | -2 | -2 | 4
C=CCNc1nc2ccccc2c(=O)[nH]1 | -2 | 0.0 | -5 | 0 | -4 | -1 | -6 | 3
O=C(CSc1ccc2ccccc2c1)NCc1cccs1 | -4 | 0.0 | -8 | · | 2 | · | · | -16
CO[C@H]1CN(C)C(=O)c2ccc(NC(=O)c3cccc(Oc4ccccc4)c3)cc2OC[C@@H](C)NC[C@@H]1C | 1 | -0.1 | -28 | 1 | -3 | 15 | 28 | -14
CC(C)NC(=O)N(C)C[C@H]1Oc2ncc(C#CCC3CCCC3)cc2C(=O)N([C@@H](C)CO)C[C@H]1C | 0 | -0.9 | 7 | 3 | 1 | -18 | -1 | -3
Cc1cc(C)cc(NC(=O)/C=C/c2ccc([N+](=O)[O-])s2)c1 | 1 | ? | -4 | · | -2 | · | · | -18
CC(C)NC(=O)COC(=O)C1CSC2(c3ccc(Br)cc3)CCC(=O)N12 (configuration not stated) | -2 | 0.1 | -11 | · | 0 | -2 | · | -36
COc1ccc(CCNC(=O)CN(Cc2ccc(Cl)cc2)S(C)(=O)=O)cc1 | -3 | 0.0 | -7 | 0 | -1 | · | 12 | 4
CC(C)(C)C(=O)OCc1ccc(C2=CC(=O)CC(C)(C)C2=O)cc1 | 2 | 0.0 | 0 | 0 | · | 4 | -2 | -4
Cc1nc(-c2ccc(Cl)cc2)sc1C1(C)CC(c2ccc(Cl)cc2)=NO1 (configuration not stated) | -5 | 0.1 | -6 | -2 | 0 | -3 | 3 | 7
CC(=O)N1CC(c2ccccc2)C(c2ccc(Cl)cc2)=N1 (configuration not stated) | 1 | 0.1 | -8 | -1 | 5 | -10 | 22 | -2
O=C(CNC(=O)c1ccco1)Nc1ccc2c(c1)OCCO2 | -1 | -0.1 | -9 | · | 0 | · | · | 22
O=C(O)CC1S/C(=N/N=C/c2ccccn2)NC1=O (configuration not stated) | 3 | 0.0 | 3 | · | 0 | -3 | 9 | -5
CC(=O)c1cccc(S(=O)(=O)Nc2ccccc2N2CCOCC2)c1 | 0 | 0.0 | -2 | 13 | 1 | -2 | -17 | -2
COc1ccc(S(=O)(=O)N(C)C[C@H]2OCCCC[C@H](C)Oc3ccc(NS(=O)(=O)c4ccccc4)cc3C(=O)N([C@@H](C)CO)C[C@@H]2C)cc1 | 11 | 0.0 | -16 | -3 | -1 | -4 | · | 6
CO[C@H]1CN(C)C(=O)c2cc(NC(=O)c3ccccc3)ccc2OC[C@H](C)NC[C@H]1C | 6 | 0.2&0.5 | 11 | 3 | -2 | 6 | 16 | -3
CCC(=O)N1C[C@@H](C)[C@H](OC)CN(C)C(=O)c2ccc(NC(=O)c3cnccn3)cc2OC[C@@H]1C | -2 | 0.2 | -21 | -3 | 0 | -10 | 3 | 11
O=C(Nc1ccccc1[N+](=O)[O-])C1C(c2ccccc2)=C1c1ccccc1 | 1 | · | -1 | -1 | 2 | -5 | 2 | -4
COc1ccc2c3c(n(C)c2c1)[C@H](CO)N(C(=O)c1ccncc1)CC31CCN(S(C)(=O)=O)CC1 | -4 | 0.0 | -8 | · | -2 | 0 | · | -13
CC(C)C[C@@H](CN1CCC[C@@H]1CN1C(=O)C(=O)NC[C@@H]1Cc1ccccc1)N1C[C@H](Cc2ccc(O)cc2)N(CCc2ccccc2)C(=O)C1=O | -3 | 0.5 | 3 | 0 | 1 | 11 | -1 | 10
CC1CCc2c(sc3nc(CN4CCN(S(=O)(=O)c5ccccc5[N+](=O)[O-])CC4)[nH]c(=O)c23)C1 (configuration not stated) | · | 0.1 | · | 0 | · | 13 | 4 | -14
COC(=O)[C@]12CCCCC=C1N(Cc1cccc3ccccc13)C(=O)[C@H](CC(=O)NCc1cccc3ccccc13)C2 | -1 | 0.0 | -4 | · | 0 | · | · | 10
Cc1ncoc1C(=O)Nc1cccc(Cl)c1 | -3 | · | 7 | 2 | 2 | 2 | -17 | -38
COc1ccc2c3c([nH]c2c1)[C@@H](CO)N(Cc1ccccc1F)CC31CN(C(=O)C2CCC2)C1 | 4 | 0.3 | -7 | · | · | 11 | · | -4
CSCC[C@H](NC(=O)OC(C)(C)C)c1nnc(SCc2ccc(F)cc2)o1 | · | · | · | -10 | · | -30 | 9 | 2
O=C(NC1CCCC1)C1CC(=O)N(C2CCCCCCC2)C1 (configuration not stated) | 3 | · | 0 | 3 | 9 | 4 | 17 | -13
c1ccc2[nH]cnc2c1 | -3 | -0.1 | 10 | -2 | -1 | -8 | -10 | -8
COc1ccc(OC)c(CCNC(=O)CCc2nnc3ccc(N4CCCC4)nn23)c1 | -5 | 0.0 | -1 | 39 | 1 | 3 | -21 | 2
O=C(O)C1CCN(c2ccc(S(=O)(=O)N3CCOCC3)cc2[N+](=O)[O-])CC1 | -2 | 0.1 | -3 | · | 3 | 8 | · | 14
CN(CC(=O)Nc1ccc(F)cc1)CC(=O)N1CCc2ccccc21 | -2 | 0.0 | -2 | 0 | -1 | -1 | 11 | -6

Exported as tab-separated lines: part of the list above
SMILES	SIRT5 inh	XiGFP reactiv	S100A4 inh HTS	Cneo AK release	ERAP1 inh	PGC1a acetyl inh	Statin myotox sup	LGR2 inh
CCC(=O)N1C[C@@H](C)[C@H](OC)CN(C)C(=O)c2ccc(NC(=O)c3cnccn3)cc2OC[C@@H]1C	-2	0.2	-21	-3	0	-10	3	11
O=C(Nc1ccccc1[N+](=O)[O-])C1C(c2ccccc2)=C1c1ccccc1	1	·	-1	-1	2	-5	2	-4
COc1ccc2c3c(n(C)c2c1)[C@H](CO)N(C(=O)c1ccncc1)CC31CCN(S(C)(=O)=O)CC1	-4	0.0	-8	·	-2	0	·	-13
CC(C)C[C@@H](CN1CCC[C@@H]1CN1C(=O)C(=O)NC[C@@H]1Cc1ccccc1)N1C[C@H](Cc2ccc(O)cc2)N(CCc2ccccc2)C(=O)C1=O	-3	0.5	3	0	1	11	-1	10
CC1CCc2c(sc3nc(CN4CCN(S(=O)(=O)c5ccccc5[N+](=O)[O-])CC4)[nH]c(=O)c23)C1 (configuration not stated)	·	0.1	·	0	·	13	4	-14
COC(=O)[C@]12CCCCC=C1N(Cc1cccc3ccccc13)C(=O)[C@H](CC(=O)NCc1cccc3ccccc13)C2	-1	0.0	-4	·	0	·	·	10
Cc1ncoc1C(=O)Nc1cccc(Cl)c1	-3	·	7	2	2	2	-17	-38
COc1ccc2c3c([nH]c2c1)[C@@H](CO)N(Cc1ccccc1F)CC31CN(C(=O)C2CCC2)C1	4	0.3	-7	·	·	11	·	-4
CSCC[C@H](NC(=O)OC(C)(C)C)c1nnc(SCc2ccc(F)cc2)o1	·	·	·	-10	·	-30	9	2

(list continues)
SMILES | SIRT5 inh | XiGFP reactiv | S100A4 inh HTS | Cneo AK release | ERAP1 inh | PGC1a acetyl inh | Statin myotox sup | LGR2 inh
CCC(=O)Nc1ccc2c(c1)C(=O)N(C)C[C@@H](OC)[C@H](C)CN(C(C)=O)[C@@H](C)CO2 | 0 | 0.0 | -6 | · | 1 | -8 | · | -16
COC(=O)[C@@H](Cc1ccccc1)NC(=O)NCCc1ccc(OC)c(OC)c1 | -3 | -0.1 | 0 | 0 | 0 | 12 | 5 | -25
C=CCNc1nc(NCc2cccc(OC)c2)c2sc(-c3ccccc3)cc2n1 | -4 | 0.0 | -6 | -11 | 10 | -15 | -68 | -88
O=C(Nc1ccc(C(=O)N2CCC(O)(c3ccc(Cl)c(C(F)(F)F)c3)CC2)cc1)c1ccc(Br)o1 | · | -0.1 | -9 | -4 | · | -1 | 4 | 6
Cc1ccc(NC(=O)CCN2CCN(C)CC2)cc1 | -2 | 0.2 | -4 | 5 | 4 | 2 | 8 | 1
CC1CC(C)(C)CC2(C1)NC(=O)N(CC(=O)N1CCN(S(=O)(=O)c3cccc(F)c3)CC1)C2=O (configuration not stated) | 0 | 0.0 | -3 | · | 2 | 1 | 15 | ·
CCOC(=O)N1CCC(NC(=O)c2cc(C(=O)Nc3ccc(F)cc3F)ccc2CO)CC1 | -3 | 0.1 | -1 | 2 | 7 | -20 | 3 | -7
C[C@@H]1CN(Cc2cn(C)nc2-c2cccc(Cl)c2)C[C@H](C)O1 | -1 | 0.0 | -5 | · | -2 | -8 | · | -2
Cc1c(NC(=O)COC(=O)CCc2c[nH]c3ccccc23)c(=O)n(-c2ccccc2)n1C | 1 | 0.0 | 17 | 1 | 1 | 6 | 2 | 0
CC(C)C#Cc1ccc([C@H]2[C@@H](CO)N3C(=O)CN(S(=O)(=O)c4ccccc4)C[C@H]23)cc1 | 9 | 0.1 | -1 | · | 2 | -11 | · | 8
O=C(O)c1ccc(-n2cccc2/C=C2/SC(=O)N(CC(=O)N3CCCC3)C2=O)cc1 | 19* | 0.2 | 0 | 0 | 8 | · | 30 | -3
C[C@@H]1CN([C@H](C)CO)C(=O)c2cccc(NC(=O)Nc3ccc4c(c3)OCO4)c2O[C@H]1CN(C)S(=O)(=O)c1cccs1 | -3 | 2.5 | -4 | -2 | -1 | 2 | 46 | 30
Cc1cc(C(=O)CN2C(=O)NC(C)(c3ccc(F)c(F)c3)C2=O)c(C)n1C1CC1 (configuration not stated) | · | -0.2 | -5 | 0 | 2 | -2 | -30 | -20
CC(CN(C)Cc1ccccc1)OC(=O)C1COc2ccccc2O1 (configuration not stated) | · | 0.3 | -5 | -3 | · | · | -6 | 8
Cc1ccc(NC(=S)NC(NC(=O)Cc2cccc3ccccc23)C(Cl)(Cl)Cl)cc1 (configuration not stated) | -3 | · | -2 | 6 | 8 | -20 | -78 | -3
Cn1ccc(O)c(C#N)c1=O | -4 | · | 4 | -1 | -1 | -5 | 13 | 1
CCOC(=O)C1=C(C)N(CCCC(=O)O)C(=O)NC1c1ccccc1OS(=O)(=O)c1ccc([N+](=O)[O-])cc1 (configuration not stated) | -1 | 0.0 | -1 | -1 | 2 | -34 | 6 | -5
COC(=O)C1=C(Nc2ccccc2NC(=O)c2ccccc2C(=O)O)CSC1 | 1 | 0.1 | 9 | -5 | -1 | 0 | -3 | -37
CCOC(=O)N1CCC(N2C(=O)c3ccccc3C2Nc2ccc(S(=O)(=O)N(CC)CC)cc2)CC1 (configuration not stated) | 4 | 0.0 | 5 | · | 2 | 3 | · | 19
CCC(=O)OC1c2ccccc2C(=O)N1Cc1ccccc1 (configuration not stated) | 1 | -0.1 | 1 | 4 | 6 | · | -3 | -4
CCC(C)(C)C1CCc2[nH]nc(C(=O)NC3CCCCC3)c2C1 (configuration not stated) | · | 0.1 | -1 | 9 | -2 | 20 | -24 | -34

Screens from PubChem BioAssay.
